Assay outcomes: PubChem BioAssay, National Center for Advancing Translational Sciences (NCATS)
HCV inh = HCV inhibition; Huh7.5.1 HCVcc-Cre infection, luciferase reporter, 44 h; Potency, µM (series often up to 41.8 µM), for inactives: at the highest dose activity change, negative = inhibition, hits mostly inhibitors; 340,000 tested, 3.4% active; AID 651820; further: potency means the concentration at half of the fitted maximal effect
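1,000 cells/well; 4 h culture; + compound; + HCVcc-Cre (~0.5 moi); 44 h; luciferase substrate, RT 15 min; read 15 sec.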
HCMV inh = human cytomegalovirus inhibition. HFF cells, HCMV-luciferase reporter, 72 h; active compounds read low. activity change, negative = inhibition, % at 57.5 µM. 410,000 tested, 4.5% active; in the data active means activity change below about -60%; inconclusive means no clear call, values can overlap the other calls; inactive means above about -39%
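Two-dose cell screen: HFF monolayers treated with compounds and infected with luciferase-expressing HCMV at 1 PFU/cell, 72 h at 37C, then lysed for luciferase measurement.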
AmpC detergent = inhibitors of E. coli AmpC beta-lactamase with detergent. 370,000 tested, 0.041% active. AID 485294. AmpC hydrolysis of nitrocefin, absorbance 480 nm, 0.01% Triton. Potency, µM (highest dose often 114 µM), for inactives: at the top dose activity change, negative = inhibition, actives largely listed as inhibitors;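 further: potency means the concentration at half of the fitted maximal effect; 0% = no-compound wells and -100% = no-enzyme wells; nearly all actives have a fitted effect of over 25% in size; some results filed as inactive show a strong effect at the top dose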
Target sequence (P00811 whole entry, looked up): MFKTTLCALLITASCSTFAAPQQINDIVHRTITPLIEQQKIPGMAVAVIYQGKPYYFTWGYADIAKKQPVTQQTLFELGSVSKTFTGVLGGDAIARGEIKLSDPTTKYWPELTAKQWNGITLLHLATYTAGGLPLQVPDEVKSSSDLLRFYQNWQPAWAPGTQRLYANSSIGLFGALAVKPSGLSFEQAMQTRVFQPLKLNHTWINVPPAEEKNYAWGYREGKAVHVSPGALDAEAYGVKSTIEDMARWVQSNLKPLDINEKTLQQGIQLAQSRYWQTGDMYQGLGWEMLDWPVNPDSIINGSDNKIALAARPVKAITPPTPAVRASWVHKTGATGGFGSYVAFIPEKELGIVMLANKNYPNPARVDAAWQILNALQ
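20 mM phosphate pH 7.0 + 0.01% (detergent screen) or 0.0001% Triton X-100; 5.3 nM AmpC reagent; cpd preinc 15 min RT; nitrocefin (800 uM stock) to start; A480 q20 s × 4 min; Activity was normalised to no-enzyme and no-compound control wells.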
LmPK inh = blocks Leishmania mexicana pyruvate kinase activity; 290,000 tested, 0.37% active; purified LmPK, Kinase-Glo ATP luminescence, 1 h; Potency, µM (series often up to 57.5 µM), for inactives: at the top dose activity change, negative = inhibition, actives largely listed as inhibitors; Q27686; further: potency means the concentration at half of the fitted maximal effect
Target sequence (Q27686 whole entry, looked up): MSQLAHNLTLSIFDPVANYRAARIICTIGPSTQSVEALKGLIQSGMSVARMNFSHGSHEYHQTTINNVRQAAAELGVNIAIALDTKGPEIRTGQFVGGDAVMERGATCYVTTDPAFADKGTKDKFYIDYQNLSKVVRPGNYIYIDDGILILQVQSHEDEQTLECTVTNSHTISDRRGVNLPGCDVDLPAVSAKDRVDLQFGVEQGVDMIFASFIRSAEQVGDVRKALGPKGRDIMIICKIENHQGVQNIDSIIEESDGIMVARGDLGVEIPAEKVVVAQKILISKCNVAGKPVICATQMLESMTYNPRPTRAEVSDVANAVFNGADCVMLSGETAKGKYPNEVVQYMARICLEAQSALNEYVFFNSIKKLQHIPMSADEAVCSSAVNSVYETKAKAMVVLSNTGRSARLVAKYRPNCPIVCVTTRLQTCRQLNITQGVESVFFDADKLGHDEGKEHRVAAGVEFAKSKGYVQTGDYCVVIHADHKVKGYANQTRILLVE
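Purified LmPK (0.1 nM) with 0.5 mM PEP and 0.1 mM ADP in imidazole buffer pH 7.2 with MgCl2/KCl, 1 h at room temperature. ATP formed was read by luciferase luminescence and normalized to no-enzyme and uninhibited controls.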
AMA1 RON2 block = inhibitors of Plasmodium falciparum AMA1-RON2 interaction. AlphaScreen AMA1-biotinylated RON2 peptide binding. Potency, µM (series often up to 58.2 µM), for the others: at the top dose activity change, negative = inhibition, actives largely listed as inhibitors. 360,000 tested, 0.2% active;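 further: potency means the concentration at half of the fitted maximal effect; 0% = vehicle wells and -100% = peptide control; nearly all actives have a fitted effect of over 45% in size; some results filed as inactive show a strong effect at the top dose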
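AMA1 (3D7) with his tag at 25 nM final met compounds first, then biotinylated RON2 peptide at 25 nM; detection used donor plus acceptor beads, 10 µg/mL apiece, read by AlphaScreen after 30 min at room temperature.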
Tb PYK inh = inhibitors of Trypanosoma brucei pyruvate kinase; TbPYK enzyme, Kinase-Glo Plus ATP luminescence, 45 min; 410,000 tested, 0.12% active; Q57TT1; AID 624173; Potency, µM (titrated, usually from 76.8 µM), for inactives: at the top dose activity, negative = inhibition, hits mostly inhibitors; further: potency means the concentration at half of the fitted maximal effect; nearly all actives have a fitted effect of over 50% in size
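Quantitative HTS: titrated library compounds versus trypanosomal pyruvate kinase in TEA buffer (pH 7.2) containing KCl, MgCl2, BSA and Tween-20. Reactions were initiated with ADP, 130 uM final. Kinase-Glo Plus luminescence was read after 45 min at RT.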
AmpC no deterg = blocks E. coli AmpC beta-lactamase in detergent-free assay; Potency, µM (series often up to 57.1 µM), inactives show at the highest dose activity change, negative = inhibition, usual class: inhibitors; AmpC nitrocefin hydrolysis, absorbance 480 nm, 0.0001% Triton; P00811; 330,000 tested, 0.52% active;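 further: potency means the concentration at half of the fitted maximal effect; plate controls were no compound for no effect and no enzyme for full effect; nearly all actives have a fitted effect of over 20% in size; some results filed as inactive show a strong effect at the top dose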
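AmpC (5.3 nM in the dispensed reagent) in 20 mM phosphate pH 7.0 with 0.01% (detergent screen) or 0.0001% Triton X-100 was preincubated with compounds for 15 min at room temperature. Nitrocefin was then added from an 800 uM solution, and hydrolysis was followed at 480 nm.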
An asterisk follows results filed as active; ? = inconclusive; . = no result given; & = joins results of further samples; [ ] = dose if it differs, or a comment. Unless noted, the call rests on the fitted dose curve; in most records, active means well fitted curve in the direction sought with a large enough effect; inconclusive means small, poorly fitted or top-dose-only effect, or another doubt; inactive means no such curve, though single readings can be large; an effect the other way counts as inactive or inconclusive. Unless noted, on the % scale 0 is the no-effect control and ±100 the full control effect. Outcome played no part in choosing rows; any-hit rate near 7.5%.

SMILES | HCV inh | HCMV inh | AmpC detergent | LmPK inh | AMA1 RON2 block | Tb PYK inh | AmpC no deterg
O=C(NC(=S)Nc1ccccc1N1CCCCC1)c1ccc(-c2cccc([N+](=O)[O-])c2)o1 | ? | -37 | -2% | 4% | 58%[activator] | -1% | -43%
CC(=O)Nc1ccc(S(=O)(=O)c2c(N)n(CCN3CCOCC3)c3nc4ccccc4nc23)cc1 | 1% | 69 | -10% | 6% | -4% | -7% | 29%
O=C(CSCC(=O)NC1CC1)Nc1ccc2ccccc2c1 | 28% | 29 | ? | -5% | 15% | 4% | -7%
COc1ccc(CCc2nnc(CCC(=O)NCc3cc(C(C)C)no3)o2)cc1 | -7% | 34 | -6% | -15% | ? | -2% | 5%
CCOC(=O)CC1C(=O)NCCN1S(=O)(=O)c1cccc(C(F)(F)F)c1 (stereo not drawn) | 5% | 18 | 0% | -11% | 10% | 6% | 12%
Cc1ccc(C(NC(=O)C2CCN(CCOc3ccc(Cl)cc3)CC2)c2ccccn2)cc1 (stereo not drawn) | . | -10 | . | . | -11% | -7% | .
CCOC(=O)c1cc2sccc2n1CC(=O)OC(C)C | -13% | -32 | -16% | -2% | 9% | 0% | -3%
COc1ccc(OC)c(Nc2nnc(C)c(=O)[nH]2)c1 | 0% | -11 | 4% | 1% | 0% | -5% | -15%
CCOC(=O)C1CCN(C(=O)Cn2ncc3c([nH]c4ccc(C)cc43)c2=O)CC1 | . | -6 | 12% | . | . | 5% | .
Cc1ccc2c(CC(=O)Nc3c(C(=O)Nc4cccc(Cl)c4)oc4ccccc34)coc2c1C | . | 39 | -1% | . | . | 8% | .
O=C(CCS(=O)(=O)c1ccc(Br)cc1)Nc1ccc(Cl)cc1F | 3% | 32 | -9% | 0% | -1% | -6% | -37%
CCCCCC(=O)NC(=S)NNC(=O)CC | ? | 19 | ? | -7% | 4% | -12% | -23%
N#Cc1c(N)n(Cc2ccccc2)c(=O)c2cc([N+](=O)[O-])ccc12 | ? | -4 | -4% | 0% | -8% | -23% | -27%
CCC1(CC)NC(=O)N(CC(=O)Nc2sc3c(c2C(N)=O)CCC3)C1=O | ? | -13 | 7% | 4% | 32%[activator] | -1% | -28%
O=C1NC(=S)N(c2ccc(Cl)cc2)C(=O)/C1=C/N1CCN(C(=O)c2ccco2)CC1 | 9% | 5 | -2% | 0% | 36%[activator] | -1% | -45%
N#Cc1ccccc1OCC(=O)NNC(=O)CNC(=O)c1ccc(Br)o1 | 9% | 14 | . | . | 83%[activator] | -2% | -43%
COCCn1c(CN(C)Cc2ccccc2)nc2c1c(=O)n(C)c(=O)n2C | ? | -6 | ? | 9% | 12% | 4% | 1%
CC(C)(C)C1CCC2(CC1)CC(=O)c1ccccc1O2 (stereo not drawn) | 9% | -61* | 2% | -5% | -4% | 4% | -21%
O=C(COc1ccc(Cl)cc1)Nc1cc(-c2ccccc2)no1 | . | 13 | 19% | . | . | 2% | .
O=C1c2nc3cc(-c4ccco4)[nH]n3c(=O)c2CN1Cc1ccccc1 | -12% | -3 | 1% | 5% | -10% | -4% | -39%
COC(=O)c1cc(C(C)=O)c(C)[nH]c1=O | 11% | -27 | 5% | 0% | -8% | -1% | -5%
Nc1c2c3c(sc2nc(=O)n1N)CCCC3 | 3% | 1 | 0% | -11% | 6% | 0% | -2%
O=C(NN=C(Cc1ccccc1)Cc1ccccc1)c1ccncc1 | 19% | 10 | -4% | 0% | 90%[activator] | -3% | 200%
CC(C)(C)SCCNC(=O)CN(c1ccc(F)cc1)S(=O)(=O)c1ccccc1 | -16% | ? | 7% | 0% | -6% | 1% | 28%
Cc1ccc(N(CC(=O)N/N=C/c2cc(C)n(-c3ccccc3)c2C)S(C)(=O)=O)c(C)c1 | 4% | 30 | ? | 2% | 15% | 3% | 0%

Further structures:
SMILES | HCV inh | HCMV inh | AmpC detergent | LmPK inh | AMA1 RON2 block | Tb PYK inh | AmpC no deterg
O=C(NC(=S)NC1CCSC1=O)c1ccc([N+](=O)[O-])cc1 (stereo not drawn) | . | -22 | 0% | 0% | . | . | -38%
CCSC(=N)N | 0% | 38 | -6% | . | -1% | 1% | -12%
COc1cccc(/C=N/NC(=O)CNC(=O)C2COc3ccccc3O2)c1O (stereo not drawn) | ? | -37 | -2% | -1% | 108%[activator] | 5% | -32%
N#C/C(=N/Nc1ccc(OC(F)(F)F)cc1)C(N)=S | ? | -98* | -6% | -5% | 65%[activator] | -3% | -33%
CCN(CCCNC(=O)COc1cc(=O)n(C)c2ccccc12)c1ccccc1 | -8% | 192 | -16% | 0% | -12% | . | 121%[activator]
COc1ccc(CC(=O)O/N=C(\N)c2ccccn2)cc1 | 2% | 51 | 0% | -7% | 61%[activator] | 4% | -7%
CCn1c(Oc2ccc(F)cc2F)nc2c1c(=O)n(C)c(=O)n2C | . | -21 | 0% | . | . | 2% | .
CCN1CCN(c2ncc(C(=O)Nc3c(F)cc(F)cc3Br)c3ccccc23)CC1 | ? | 18 | 5% | 3% | -15% | 8% | 211%[activator]
Cc1cccc(Oc2ccc(S(=O)(=O)N3CCCCC3)cc2NC(=O)C2=COCCO2)c1 | 6% | -35 | -6% | . | 0% | 2% | -14%
CCN(C(=O)CSc1nnnn1-c1ccccc1)C1CCS(=O)(=O)C1 (stereo not drawn) | 7% | 32 | ? | 1% | -4% | 4% | -9%[11.4 µM]
COc1cccc(N2CCc3c(C)nc4ccc(Cl)cc4c32)c1 | ? | -22 | -10% | 5% | 34%[activator] | -3% | 61%[activator]
N/C(=N\OC(=O)CC1CCCCC1)c1cccnc1 | 12% | -27 | -5% | -8% | -3% | 2% | -13%
COc1ccc(Cl)cc1NC(=O)c1c(NCc2sccc2C)sc2c1CCCC2 | . | 44 | -6% | . | . | ? | .
CC(=O)Nc1cccc(NS(=O)(=O)c2ccccc2[N+](=O)[O-])c1 | 7% | 6 | -1% | -2% | -1% | 0% | -11%
CCOc1ccc(N2CC(C(=O)NCCc3c[nH]c4ccc(C)cc34)CC2=O)cc1 (stereo not drawn) | -23% | -4 | -11% | 5% | 2% | -7% | 62%[activator]
C/C(CC(=O)Nc1ccc(F)cc1)=N\NC(=O)Cc1csc(N)n1 | 7% | -30 | -15% | -2% | 62%[activator] | 2% | -9%
CCCn1c(C(O)c2ccc(OC)cc2)nc2ccccc21 (stereo not drawn) | -1% | -13 | -2% | -1% | 5% | 1% | -18%
CCC1CN(C(=O)NCc2ccccc2)c2cc(Cl)ccc2O1 (stereo not drawn) | 5.6µM* | -18&-27 | 0%&7% | 2% | 7% | 6%&5% | -18%
COc1ccc(C(=O)NNC(=O)CN2CCC(n3nnc4cc(F)ccc43)CC2)cc1 | 18% | 13 | ? | -10% | 24% | 1% | -15%
Cc1c(C=O)c(=O)n(-c2ccccc2)n1-c1ccccc1 | 17% | -17 | 2% | -5% | -9% | 8% | -18%
Cc1ccc(S(=O)(=O)N2CCC(=O)c3ccccc32)cc1 | . | -14 | . | . | -5% | -6% | .
CCOC(=O)c1ccccc1OCc1cc(/C=N/n2cnnc2)ccc1OC | -10% | -7 | -3% | 5% | 0% | -6% | -15%
Cc1ccc(NC2OC(CO)C(O)C2O)cc1[N+](=O)[O-] (stereo not drawn) | -1% | -23 | -5% | 0% | -1% | 5% | -29%
CCC1CCCCN1C(=O)CN1C(=O)c2ccccc2S1(=O)=O (stereo not drawn) | 1% | 13 | 5% | . | -8% | -9% | 0%
O=C(Nc1cccc(F)c1)c1cc(S(=O)(=O)N2CCOCC2)cs1 | -25% | ? | 1% | -1% | -6% | 5% | -19%

More compounds follow.
SMILES | HCV inh | HCMV inh | AmpC detergent | LmPK inh | AMA1 RON2 block | Tb PYK inh | AmpC no deterg
COc1ccc(S(=O)(=O)c2c(N)n(Cc3ccco3)c3nc4ccccc4nc23)cc1 | ? | . | -1% | 4% | ? | -21% | -35%
NCCCn1c(C(=O)c2cc(Cl)c(N)c(Cl)c2)c2ccc(C(F)(F)F)cc2[n+]1[O-] | -7% | 29 | -2% | . | 0% | -10% | 101%[activator]
O=C(NCc1ccccn1)Nc1ccccc1 | 11% | -1 | 2% | ? | -6% | -4% | -18%
O=C(Cn1ccnc1[N+](=O)[O-])N(CCO)CCO | . | 11 | . | . | 10% | -7% | .
COc1cccc(Oc2c(C)oc3c(CN4CCOCC4)c(O)ccc3c2=O)c1 | 14% | -16 | . | . | 11% | 3% | .
CN(Cc1ccccc1)c1nc(N)c([N+](=O)[O-])c(Nc2cccc(F)c2)n1 | 11µM* | 44 | -10% | 12% | -26% | . | -12%
Cc1sc2nc(CN(Cc3ccccc3)C(=O)NC3CCCCC3)[nH]c(=O)c2c1C | -25% | -28 | . | . | 8% | 1% | .
Cc1cc(OCCN2CCOCC2)ccc1C(C)C | 5% | 44 | -2% | -2% | -6% | 2% | -7%
Cc1cccc(NC(=O)COC(=O)CNC(=O)C2CCCCC2)c1 | 23% | 4 | 0% | 5% | 29% | -1% | 18%
O=S(=O)(c1cccc(Br)c1)N1CCN(C(=S)NCC2CCCO2)CC1 (stereo not drawn) | 7% | -1 | -16% | . | -9% | 3% | 8%
CC(C(=O)NCc1ccccn1)N1C(=O)c2ccccc2C1=O (stereo not drawn) | 11% | -9 | -2% | 4% | 69%[activator] | 2% | -19%
O=C(Cc1c(F)c(F)c(F)c(F)c1F)OC12CC3CC(C1)C(=O)C(C3)C2 | 0% | -14 | 10% | 7% | 1% | 8% | 42%[activator]
CCN(CC(=O)NCc1cccs1)C(=O)CCOc1ccccc1 | 3% | -22 | . | . | -20% | -2% | -20%
CCOC(=O)/C(C#N)=C/C1=C(N2CCCC2)CC(C)(C)OC1 | 4% | -23 | -8% | -2% | 12% | 0% | 5%
Cc1cc(O)c(C(C)C)cc1NC(=S)Nc1cc(C(C)C)c(O)cc1C | ? | -33 | . | . | -4% | -12% | .

Some of these compounds in order of molecular weight, lowest first:
SMILES | HCV inh | HCMV inh | AmpC detergent | LmPK inh | AMA1 RON2 block | Tb PYK inh | AmpC no deterg
CCOC(=O)/C(C#N)=C/C1=C(N2CCCC2)CC(C)(C)OC1 | 4% | -23 | -8% | -2% | 12% | 0% | 5%
CCN(CC(=O)NCc1cccs1)C(=O)CCOc1ccccc1 | 3% | -22 | . | . | -20% | -2% | -20%
CN(Cc1ccccc1)c1nc(N)c([N+](=O)[O-])c(Nc2cccc(F)c2)n1 | 11µM* | 44 | -10% | 12% | -26% | . | -12%
O=C(Cc1c(F)c(F)c(F)c(F)c1F)OC12CC3CC(C1)C(=O)C(C3)C2 | 0% | -14 | 10% | 7% | 1% | 8% | 42%[activator]
